# Assay outcomes deposited in PubChem by National Center for Advancing Translational Sciences (NCATS).
# USP1 inh – Inhibitors of USP1/UAF1: Primary Screen. 390,000 tested, 0.23% active. recombinant USP1/UAF1, Ub-Rhodamine cleavage fluorescence. Ubiquitin carboxyl-terminal hydrolase 1 (Homo sapiens), O94782. Potency, µM (titrated, usually from 57.1 µM), without a hit: at the highest dose activity change, negative = inhibition, actives largely listed as inhibitors; also: potency is read from the fitted curve at half-maximal effect; % is scaled to controls: 0 for no effect and ±100 for the full control effect; nearly all actives have a fitted effect of over 60% in size; inactives centre near -12
#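 1 nM enzyme complex + cpd, 15 min RT; start with Ub-Rho 150nM final; kinetic fluorescence ex 480/em 540, 6 reads q60 s. Buffer 50mM HEPES pH 7.8, 0.5mM EDTA, 0.1 mg/ml BSA, 1mM TCEP, 0.01% Tween-20.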
# PI4K2A inh – qHTS for small molecular inhibitors of PI4K2A. purified PI4K2A, ADP-Glo luminescence, 1 h; stronger effect = lower value. activity change, negative = inhibition, % at 76.9 µM. 420,000 tested, 0.13% active; in the data active = activity change below about -50%; inconclusive = mostly about -30% to -49%;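 also: -100% = wells without enzyme as full effect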
#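 Compounds are screened against recombinant PI4K2A using PI as substrate and ATP, the latter dispensed at 300 microM. Reactions run one hour at ambient temperature before ADP-Glo detection; full inhibition defined by wells lacking enzyme.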
# TrxR1 inh – qHTS Assay for Inhibitors of Mammalian Selenoprotein Thioredoxin Reductase 1 (TrxR1): qHTS | Potency, µM (highest dose often 114 µM), inactives show at the highest dose activity change, negative = inhibition, hits mostly inhibitors | recombinant rTrxR1, NADPH fluorescence consumption, selenite substrate | Thioredoxin reductase 1, cytoplasmic (Rattus norvegicus), O89049 | 390,000 tested, 1% active; also: potency is read from the fitted curve at half-maximal effect; % is scaled to controls: 0 for no effect and ±100 for the full control effect; nearly all actives have a fitted effect of over 65% in size
# Target sequence (O89049 whole entry, looked up): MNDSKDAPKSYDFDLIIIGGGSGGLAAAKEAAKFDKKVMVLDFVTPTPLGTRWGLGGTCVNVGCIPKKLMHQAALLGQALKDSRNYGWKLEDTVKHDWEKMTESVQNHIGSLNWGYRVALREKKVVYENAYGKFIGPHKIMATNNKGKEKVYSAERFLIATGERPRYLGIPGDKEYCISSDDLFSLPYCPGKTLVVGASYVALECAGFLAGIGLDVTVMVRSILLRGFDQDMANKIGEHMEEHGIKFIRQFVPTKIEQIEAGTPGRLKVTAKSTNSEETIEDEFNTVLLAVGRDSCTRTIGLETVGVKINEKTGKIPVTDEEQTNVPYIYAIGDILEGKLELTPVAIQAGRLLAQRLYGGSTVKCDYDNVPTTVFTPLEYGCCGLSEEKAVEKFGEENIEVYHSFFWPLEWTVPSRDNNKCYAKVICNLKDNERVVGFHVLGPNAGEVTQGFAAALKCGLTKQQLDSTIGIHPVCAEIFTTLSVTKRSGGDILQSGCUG
#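 Rat TrxR1 (90 nM in the dispensed reagent) was pre-reduced with 400 uM NADPH for 5 min at room temperature, then incubated with compound for 15 min. After 400 uM selenite was added, NADPH fluorescence (Ex 340/Em 450 nm) was followed for 8 min.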
# mIDH1 inhibitor – qHTS for Inhibitors of mutant isocitrate dehydrogenase 1 (IDH1): qHTS; Potency, µM (doses to about 76.6 µM), inactives show at the highest dose activity change, negative = inhibition, hits mostly inhibitors; 390,000 tested, 0.093% active; Isocitrate dehydrogenase [NADP] cytoplasmic (Homo sapiens), O75874; AID 602179, 2012; IDH1-R132H enzyme, NADPH consumption, diaphorase/resazurin fluorescence; also: potency is read from the fitted curve at half-maximal effect; % is scaled to controls: 0 for no effect and ±100 for the full control effect; nearly all actives have a fitted effect of over 65% in size
#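 IDH1-R132H (0.5 ug/mL dispensed) in pH 7.5 Tris buffer was preincubated 30 min with compound, then given a substrate mix of 0.016 mM NADPH and 2 mM alpha-KG for 80 min at room temperature; remaining NADPH was read by diaphorase/resazurin fluorescence.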
# TrxR1 substrate – qHTS Assay for Substrates of Mammalian Selenoprotein Thioredoxin Reductase 1 (TrxR1): qHTS; Potency, µM (top dose mostly 114 µM), inactives show at the highest dose activity change, negative = substrate turnover; purified TrxR1 substrate turnover, NADPH consumption readout; AID 588456, 2011; Thioredoxin reductase 1, cytoplasmic (Rattus norvegicus), O89049; 390,000 tested, 0.01% active; also: potency is read from the fitted curve at half-maximal effect; % is scaled to controls: 0 for no effect and ±100 for the full control effect; nearly all actives have a fitted effect of over 50% in size
#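 Rat TrxR1, dispensed at 90 nM, was prereduced with 400 uM NADPH (final) for 5 min at ~22 deg C, then incubated with compound 15 min before 400 uM selenite. A first-read NADPH fluorescence drop versus no-compound background flagged substrates.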
# D2 antag – HTS Assay for Allosteric Antagonists of the Human D2 Dopamine Receptor: Primary Screen for Antagonists; inhibition, % at 10 µM; HEK293 TREx D2 cells, calcium flux, dopamine EC80; 340,000 tested, 2% active; in the data active = inhibition above about 30%; also: 0% is about no effect
# Target sequence (P14416 whole entry, looked up): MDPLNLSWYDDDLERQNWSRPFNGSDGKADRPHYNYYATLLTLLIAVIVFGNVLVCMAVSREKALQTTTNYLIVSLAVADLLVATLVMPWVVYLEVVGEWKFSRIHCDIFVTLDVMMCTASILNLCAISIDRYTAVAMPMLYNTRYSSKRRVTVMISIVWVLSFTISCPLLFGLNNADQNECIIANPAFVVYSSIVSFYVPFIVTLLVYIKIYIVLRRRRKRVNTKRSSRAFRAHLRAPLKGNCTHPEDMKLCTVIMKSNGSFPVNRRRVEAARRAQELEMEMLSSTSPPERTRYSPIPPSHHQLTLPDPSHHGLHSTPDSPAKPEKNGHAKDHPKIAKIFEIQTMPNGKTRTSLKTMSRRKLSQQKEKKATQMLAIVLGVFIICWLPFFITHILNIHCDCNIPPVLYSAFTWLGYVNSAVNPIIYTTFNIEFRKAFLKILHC
#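 Cells plated overnight at 30 C with tetracycline; no-wash calcium dye, 30–90 min RT; 10 s baseline; compound pinned; 180 s read; EC80 dopamine added; another 180 s read.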
# TRHR ag – qHTS for Small Molecule Agonists and Allosteric Enhancers of Human TRH Receptor: Primary Screen for Agonists; activation, % at 2 µM; TRHR cells, calcium flux fluo-8, FDSS agonist mode; Thyrotropin-releasing hormone receptor (Homo sapiens), P34981; 360,000 tested, 0.18% active; in the data active = activation above about 30%; also: 0% is about no effect
#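 Steps: seed TRHR cells overnight; add fluo-8 no-wash Ca dye, RT 30 min–1.5 h; record 10 s baseline; pin-transfer compounds; monitor fluorescence 1 cycle/s for the agonist window. Calcium increases flag candidate agonists.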
# TRHR enhancer – qHTS for Small Molecule Agonists and Allosteric Enhancers of Human TRH Receptor: Primary Screen for Enhancers; Thyrotropin-releasing hormone receptor (Homo sapiens), P34981; TRHR cells, fluo-8 calcium fluorescence, EC20 TRH enhancement; enhancement, % at 2 µM; 360,000 tested, 0.66% active; in the data active = enhancement above about 30%; also: 0% is about no effect
#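 TRHR-expressing cells loaded with fluo-8 calcium dye were read kinetically (ex 480/em 530) during compound addition, then stimulated with an EC20 of TRH (10 nM final). Enhancement of the Gq-mediated intracellular calcium response was scored.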
# D2 ag – HTS Assay for Allosteric Agonists of the Human D2 Dopamine Receptor: Primary Screen for Agonists. HEK293 T-REx D2 cells, calcium flux agonist mode. AID 485358, 2010. 340,000 tested, 0.53% active. D(2) dopamine receptor (Homo sapiens), P14416. activation, % at 2 µM;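 active = activation over 3 SD above normal in the single-dose calcium agonist read, cut at about 30% in these data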; also: 0% is about no effect
#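 Agonism scored from kinetic calcium signal (1 read/sec, 180 s) following compound pin transfer, after a 10 s baseline. Cells: HEK293 Trex line expressing inducible D2 receptor coupled to calcium, dye-loaded after overnight culture at 30 C.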
# * marks the source's active call; other numbers are inactive results; ? = inconclusive; . = not tested or not shown; & = joins results of further samples; [ ] = another dose, or the depositor's remark. Unless noted, calls follow the shape of the dose curve; as a rule, active = well fitted inhibition curve with a large enough effect; inconclusive = small, poorly fitted or top-dose-only effect; inactive = no such curve, though single readings can be large or run the other way.
SMILES,USP1 inh,PI4K2A inh,TrxR1 inh,mIDH1 inhibitor,TrxR1 substrate,D2 antag,TRHR ag,TRHR enhancer,D2 ag
CCOC(=O)C1=C(CS(=O)(=O)c2ccc(F)cc2)NC(=O)NC1c1ccc(O)c(O)c1 (centres undefined),-5%,1,-8%,3%,-6%,-12,0.1,-5,1.0
Cc1cc(C)n2nc(SCc3nnc(SCCCCl)o3)nc2n1,-4%,-3,1%,4%,8%,-13,0.0,8,-0.8
O=C(CSc1nnc(-c2cccc(Br)c2)o1)N1CCOCC1,3%,-2,-15%,7%,-5%,13,-1.1,31*,0.4
NC(=O)c1ccsc1NC(=O)COC(=O)CNC(=O)c1cccc([N+](=O)[O-])c1,-17%,19,1%,2%,3%,4,0.1,8,1.2
C=CC[C@@H](CC(=O)N[C@@H](CO)Cc1ccccc1)C(=O)NC[C@@H](OC(=O)[C@@H](CC=C)Cc1ccc(F)cc1)c1ccccc1,-27%,-1,26%,-10%,5%[57.1 µM],.,.,.,.
Brc1ccc(-c2nc(N3CCN(c4ccccc4)CC3)c3ccccc3n2)cc1,?,-4,19%[57.1 µM],-5%,4%[57.1 µM],.,-0.5,-3,8.5
CCC(C)(C)NC(=O)C(c1cccc(OC)c1)N(C(=O)CNC(=O)c1cccs1)c1cccnc1 (centres undefined),0%,-5,-13%[57.1 µM],-7%,-7%[57.1 µM],5,-0.3,-4,3.7
CCN(CC)S(=O)(=O)c1cc(-c2onc(C)c2C)ccc1OC,?,-1,19%[57.1 µM],2%,3%[57.1 µM],.,0.0,-3,-0.3
C=Cc1ccc(N=Cc2c(O)ccc3ccccc23)cc1,?,1,-2%,11%,1%,44*,3.4,5,2.3
CCC(=O)OCc1c(C(F)(F)F)nn(C)c1Sc1ccc(Cl)cc1,-17%,-6,-9%,1%,-9%,-10,-0.9,4,0.0
O=C(CNc1cccc(C(F)(F)F)c1)N/N=C/c1cn(-c2ccccc2)nc1-c1ccccc1,-2%,0,8%,-1%,-4%,-1,0.7,-1,1.5
Cn1c(=O)c2cc(S(=O)(=O)NC(C(=O)NCc3ccccn3)c3ccccc3)ccc2n(C)c1=O (centres undefined),-28%,-1,12%,4%,8%,15,0.3,6,1.2

# Laid out differently: 7 of the compounds above
smiles	USP1 inh	PI4K2A inh	TrxR1 inh	mIDH1 inhibitor	TrxR1 substrate	D2 antag	TRHR ag	TRHR enhancer	D2 ag
Cc1cc(C)n2nc(SCc3nnc(SCCCCl)o3)nc2n1	-4%	-3	1%	4%	8%	-13	0.0	8	-0.8
O=C(CSc1nnc(-c2cccc(Br)c2)o1)N1CCOCC1	3%	-2	-15%	7%	-5%	13	-1.1	31*	0.4
NC(=O)c1ccsc1NC(=O)COC(=O)CNC(=O)c1cccc([N+](=O)[O-])c1	-17%	19	1%	2%	3%	4	0.1	8	1.2
C=CC[C@@H](CC(=O)N[C@@H](CO)Cc1ccccc1)C(=O)NC[C@@H](OC(=O)[C@@H](CC=C)Cc1ccc(F)cc1)c1ccccc1	-27%	-1	26%	-10%	5%[57.1 µM]	.	.	.	.
Brc1ccc(-c2nc(N3CCN(c4ccccc4)CC3)c3ccccc3n2)cc1	?	-4	19%[57.1 µM]	-5%	4%[57.1 µM]	.	-0.5	-3	8.5
CCC(C)(C)NC(=O)C(c1cccc(OC)c1)N(C(=O)CNC(=O)c1cccs1)c1cccnc1 (centres undefined)	0%	-5	-13%[57.1 µM]	-7%	-7%[57.1 µM]	5	-0.3	-4	3.7
CCN(CC)S(=O)(=O)c1cc(-c2onc(C)c2C)ccc1OC	?	-1	19%[57.1 µM]	2%	3%[57.1 µM]	.	0.0	-3	-0.3

# Additional records follow.
SMILES,USP1 inh,PI4K2A inh,TrxR1 inh,mIDH1 inhibitor,TrxR1 substrate,D2 antag,TRHR ag,TRHR enhancer,D2 ag
Cc1ccc(C)c(N2CCN(C(=O)c3ccc4[nH]c(C)c(C)c4c3)CC2)c1,-22%,2,3%[57.1 µM],-17%,-6%[57.1 µM],.,0.0,23,0.5
Cc1ccc(S(=O)(=O)N(CCc2ccccc2)CC(=O)Nc2ccc(Br)cc2)cc1,-1%,1,6%,19%,2%,.,1.6,-6,.
COc1cc2cc(C(=O)N3CCC(Cc4ccccc4)CC3)[nH]c2cc1OC,-17%,1,2%,4%,8%,-23,-0.8,-3,-0.5
CCCOCc1cc(CN2CCN(c3ccccc3OC)CC2)c(O)c2ncccc12,-12%,8,-2%,-17%,2%,.,-2.2,3,-1.1
COC(=O)c1[nH]c2ccc(F)cc2c1NC(=O)CCN1CCN(C(=O)c2ccco2)CC1,.,.,.,.,.,-2,-0.1,0,22
O=C(O)c1ccc(Cl)c(NCc2cccs2)c1,-14%,2,14%[57.1 µM],9%,-2%[57.1 µM],-9,0.1,32*,1.0
COc1ccc(CCNC(=O)CN(c2ccc(OC)c(OC)c2)S(C)(=O)=O)cc1,-11%,6,16%,15%,2%,14,-0.1,-7,0.2
CC(C)c1ccc(NC2CCCN(C(=O)c3ccnn3C)C2)cc1 (centres undefined),-7%,3,-18%,11%,-16%,-2,-0.2,-4,0.4
COCCN1C(=O)C(C(=O)OC)CC2=C1CC(C)(C)CC2=O (centres undefined),-25%,3,-15%,-6%,-4%,.,.,.,.
CCOC(=O)n1c(=O)n(Cc2cccc(C)c2)c2ccccc21,-3%,-1,4%[57.1 µM],8%,6%[57.1 µM],-6,-0.2,-10,-0.1
Cc1c(C(=O)Nc2ccc(Cl)cc2)c2ccccn2c1CCc1ccncc1,-15%,-2,16%,8%,34%[activator],16,-0.9,-7,0.6
CN(C[C@H](Cc1ccccc1)N(C[C@@H](CC1CCCCC1)N(CCc1ccccc1)N=O)N=O)N=O,-16%,-1,-6%[57.1 µM],-2%,1%[57.1 µM],-25,-0.6,-4,0.1
COc1ccc(-c2nn(-c3cccc([N+](=O)[O-])c3)c3c2cnc2cc4c(cc23)OCO4)cc1,-25%,4,14%[57.1 µM],0%,5%[57.1 µM],.,1.2,1,2.4
Cc1nc2ncnn2c(C)c1CCC(=O)NC(C)c1ccc2c(c1)OCCO2 (centres undefined),-20%,9,-5%,2%,0%,.,.,.,.
CC(Nc1ccccc1)c1ccncc1 (centres undefined),-15%,4,8%,9%,6%,7,-0.1,4,-0.2
COc1ccc(CCNC(=O)c2oc3ccc(S(=O)(=O)N4CCOCC4)cc3c2C)cc1OC,-18%,-5,4%[57.1 µM],-12%,11%[57.1 µM],8,-0.8,6,-0.7
COc1cccc(-c2cc(C(F)(F)F)nc(NCCc3ccccc3)n2)c1,-17%,1,27%,-4%,8%,.,1.6,-2,2.0
Cc1cccc(Nc2nc(N)nc(CC(=O)CSc3ccc(Cl)cc3)n2)c1,.,.,.,.,.,3,4.7,2,0.8
CCn1c(SCC(=O)N/N=C/C=C/c2ccccc2[N+](=O)[O-])nnc1-c1ccccc1,-10%,1,-8%,1%,-4%,-21,0.7,-5,0.2
Cc1ccc(N2CCN(C3=NC(=O)C(Cc4ccccc4)S3)CC2)cc1 (centres undefined),-18%,5,11%[57.1 µM],4%,-11%,-6,-1.4,0,-1.4
CCOC(=O)Cn1c(=O)n(Cc2ccco2)c(=O)c2ccc(C(=O)NC3CCCC3)cc21,-18%,-1,16%[57.1 µM],-10%,8%[57.1 µM],13,-0.5,-19,-1.3
Cc1cccc2c1NC(C)CC2C (centres undefined),-14%,-1,5%,9%,-1%,16,0.2,-3,0.3
O=C(NCC1COc2ccccc2O1)c1c[nH]c2ccc(S(=O)(=O)N3CCOCC3)cc2c1=O (centres undefined),-17%,-5,24%,?,11%,9,1.1,19,2.6
Cc1ccc(-c2cc(C(=O)N/N=C/c3ccoc3)c3ccccc3n2)cc1,-26%,-1,-1%,5%,10%,19,-0.2,-4,-0.3
Cn1c(=O)n(C)c2cc(S(=O)(=O)Nc3ccccc3C(=O)O)ccc21,-25%&-24%,-1&-2,23%[57.1 µM],15%&-8%,25%[57.1 µM],-5,0.6&-0.5,3&10,-0.1&-0.4
CC(=O)Nc1ccc(CN2CCN(CCc3ccccc3)C(CCO)C2)cc1 (centres undefined),-3%,-2,3%,0%,1%,.,0.5,3,.
CN(Cc1ccon1)Cc1cn(C)nc1-c1ccc(Oc2ccccc2)cc1,-17%,1,9%,8%,0%,12,-0.7,-6,-2.0
CC(C)C(NS(=O)(=O)c1cccs1)C(=O)NCc1ccccc1Cl (centres undefined),-16%,4,1%[57.1 µM],-8%,-3%[57.1 µM],1,-1.2,-8,-0.5
COc1ccc(-c2nnc(SCC(=O)Nc3cc(F)ccc3C)o2)cc1,-13%,1,30%,0%,15%[57.1 µM],-8,-1.1,13,0.3

# No enrichment for hits; about 3.9% have a hit in one of these screens.
